# Screening results from PubChem BioAssay.
# S-ASM inh = human S-ASM enzyme inhibition; P17405; placental ASM, HMU-PC fluorogenic substrate, 60 min; Potency, µM (doses to about 57.5 µM), for inactives: at the highest dose activity change, negative = inhibition, hits mostly inhibitors; actives 0.006% (n = 340,000); further: potency means the concentration at half of the fitted maximal effect
#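 Fluorogenic HMU-PC substrate (9 uM final) is turned over by placental ASM in 60 min at 37 C after a 10 min compound preincubation. Reaction ended by alkaline stop (pH 10), with fluorescence read at 386/447 nm.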
# TRPV1 agonist = human TRPV1 agonism | activation, % at 8.33 µM | actives 0.19% (n = 320,000) | Q8NER1 | TRPV1-expressing cells, Fluo-8 calcium influx, agonist mode; in the data active means activation above about 80%; inconclusive means between about 30% and that limit; further: 0% is about no effect
#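 Fluo-8 calcium influx in TRPV1-expressing cells, kinetic read (ex 480/em 520 nm). Compound added and read 3 min for agonist activity, followed by capsaicin at EC20 final and 2 min further read for enhancement.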
# BRCA1 expr act = activators of BRCA1 expression | MCF7-BRCA1-FFLuc reporter, luminescence, 48 h; response scale: scaled: vehicle 0%, 10 µM genistein 100% | actives 1.1% (n = 380,000) | Potency, µM (doses to about 46.1 µM), inactives show at the top dose activation, most hits filed as activators; further: potency means the concentration at half of the fitted maximal effect; nearly all actives have a fitted effect of over 80% in size; some results filed as inactive show a strong effect at the top dose
#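 Luminescence from a BRCA1-driven firefly luciferase in MCF7 cells was read after 48 h compound exposure at 37 C. Data normalized against DMSO and a 10microM genistein activation control, then curve-fitted across the titration.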
# Eya2 inh = Eya2 (human) phosphatase inhibition; recombinant Eya2, OMFP fluorescence dephosphorylation (OMFP is methylfluorescein phosphate); Potency, µM (titrated, usually from 76.9 µM), without a hit: at the highest dose activity, negative = inhibition, usual class: inhibitors; O00167; actives 0.006% (n = 330,000); further: potency means the concentration at half of the fitted maximal effect; on the % scale 0 is the no-effect control and ±100 the full control effect
#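 Eya2 protein (added as 0.2 uM solution) was preincubated with compound for 10 min at ambient temperature in 50 mM HEPES pH 7.5, 50 mM NaCl, 5 uM MgCl2, 0.05% BSA, 1 mM DTT. OMFP (added at 50 uM) then reacted 10 min; fluorescence read at 485/525 nm.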
# TSG101-PTAP inh = blocks PTAP/TSG101 interaction to inhibit HIV-1 budding. Q99816. Potency, µM (top dose mostly 115 µM), inactives show top-dose activity change, negative = inhibition, most hits filed as inhibitors. 340,000 tested, under 10 active. Fluorescence polarization, FITC-PTAP peptide / Tsg101 binding. AID 493005; active means well fitted inhibition curve with a large enough effect in the main read-out, with a control signal flat, not every such curve was filed as active; inconclusive means small, poorly fitted or top-dose-only effect, or effect the other way, or a change in a side signal; inactive means no such curve, though single readings can be large or run the other way; further: potency means the concentration at half of the fitted maximal effect; % of control where 0% means no effect
# Target sequence (Q99816 whole entry, looked up): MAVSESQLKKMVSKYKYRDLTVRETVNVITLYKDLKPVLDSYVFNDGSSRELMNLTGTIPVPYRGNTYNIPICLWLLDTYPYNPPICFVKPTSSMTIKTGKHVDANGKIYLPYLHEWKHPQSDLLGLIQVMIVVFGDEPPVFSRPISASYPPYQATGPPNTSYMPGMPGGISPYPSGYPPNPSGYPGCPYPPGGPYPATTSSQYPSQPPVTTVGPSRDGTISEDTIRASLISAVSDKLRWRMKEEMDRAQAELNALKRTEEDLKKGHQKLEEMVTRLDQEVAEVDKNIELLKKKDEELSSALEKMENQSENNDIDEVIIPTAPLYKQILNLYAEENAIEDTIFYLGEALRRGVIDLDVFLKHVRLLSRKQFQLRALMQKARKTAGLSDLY
#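 Compounds were pin-transferred onto Tsg101 binding domain (10 uM final) in HEPES pH 7.5 buffer, then FITC-PTAP peptide was added at 50 nM final. After 20 min at RT, polarization reported peptide displacement across a qHTS concentration series.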
# USP2a inh = USP2a (human) protease inhibition; USP2 core, Ub-CHOP2 coupled fluorogenic reporter, 485/531; O75604; Potency, µM (doses to about 38.3 µM), for the others: top-dose activity change, negative = inhibition, actives largely listed as inhibitors; actives 0.01% (n = 330,000);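 further: potency means the concentration at half of the fitted maximal effect; plate controls were DMSO wells for no effect and full inhibition by NEM control for full effect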
#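 Deubiquitinase activity read as fluorescence (485/531 nm) after Ub-CHOP2 cleavage activates the enterokinase reporter on its substrate; USP2 core 10nM, Ub-CHOP2 and substrate 25nM each, 30min compound preincubation then 60min RT; data normalized to NEM, curves fitted.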
# ELG1 genotox = induces genotoxicity in HEK293T cells with luciferase-tagged ELG1 | Potency, µM (top dose mostly 46 µM), for the others: top-dose activity change, positive = activation, most hits filed as activators | HEK293T ELG1-luciferase reporter, luminescence, 16 h | AID 504466 | actives 1.3% (n = 330,000); further: potency means the concentration at half of the fitted maximal effect; % of control where 0% means no effect; nearly all actives have a fitted effect of over 60% in size
#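 Quantitative HTS format in 1536-well plates. HEK293T ELG1-luciferase reporter cells receive test compound and are incubated 16 hr at 37 °C, 5% CO2; ONE-Glo added, 30 min room temperature, then luminescence read.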
# Integrin act MD = activates integrin-mediated alleviation for muscular dystrophy; alpha7betagal myoblasts, beta-gal FDG fluorescence, 48 h; Potency, µM (top dose mostly 38.3 µM), without a hit: at the highest dose activation, hits mostly activators; actives 0.064% (n = 350,000); AID 624291;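 further: potency means the concentration at half of the fitted maximal effect; 100% = response of the positive control SU9516; nearly all actives have a fitted effect of over 60% in size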
#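 alpha7betagal+/- myoblasts (passage 13, 250/well) treated 48 h at 37C with compounds at 1:260 dilution of DMSO stock. Lysed, then beta-galactosidase activity read as FDG fluorescence (ex 480/em 540) after 30 min, with pre-read for autofluorescence.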
# B2AR arrestin = recruits beta-arrestin to the human beta2-adrenergic receptor. P07550. beta-arrestin recruitment to beta2AR, cell-based reporter. Potency, µM (top dose mostly 46.1 µM), for inactives: at the top dose activation, most hits filed as activators. actives 0.02% (n = 330,000). AID 492947;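 further: potency means the concentration at half of the fitted maximal effect; 0% = DMSO controls and full agonism = EC100 isoproterenol or metaproterenol; nearly all actives have a fitted effect of over 65% in size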
# Target sequence (P07550 whole entry, looked up): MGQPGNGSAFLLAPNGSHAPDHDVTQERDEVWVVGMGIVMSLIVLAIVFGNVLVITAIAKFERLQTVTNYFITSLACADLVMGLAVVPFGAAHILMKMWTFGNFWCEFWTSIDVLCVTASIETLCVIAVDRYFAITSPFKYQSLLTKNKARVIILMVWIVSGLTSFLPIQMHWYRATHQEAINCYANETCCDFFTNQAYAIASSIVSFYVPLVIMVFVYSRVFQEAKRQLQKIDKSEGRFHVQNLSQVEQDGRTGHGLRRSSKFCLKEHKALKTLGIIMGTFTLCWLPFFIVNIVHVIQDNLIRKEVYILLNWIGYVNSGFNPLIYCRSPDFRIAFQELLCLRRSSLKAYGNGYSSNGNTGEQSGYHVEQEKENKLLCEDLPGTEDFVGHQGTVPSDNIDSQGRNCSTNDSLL
# p53 reactivation = mutant p53 re-activation in reporter cells | H1299 p53-A138V BP100-luciferase reporter, luminescence, 24 h | Potency, µM (top dose mostly 92.2 µM), for the others: at the highest dose activity change, positive = activation, usual class: activators | actives 0.063% (n = 320,000) | AID 504706; further: potency means the concentration at half of the fitted maximal effect; % of control where 0% means no effect; nearly all actives have a fitted effect of over 45% in size
#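 H1299 (p53-null), stable ts p53-A138V + BP100-Luc; 1000 cells/well, Opti-MEM/10% FBS; cpd 4 pt, 1:5; 24 h, 37 deg C, 5% CO2; detection reagent 10 min RT; luminescence.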
# uPA generation = inhibitors of cell surface uPA generation; AID 540303; Potency, µM (titrated, usually from 38.3 µM), inactives show at the highest dose activity change, negative = inhibition, hits mostly inhibitors; cell surface uPA generation assay, qHTS; actives 0.31% (n = 330,000); active means well fitted inhibition curve with a large enough effect; inconclusive means small, poorly fitted or top-dose-only effect; inactive means no such curve, though single readings can be large or run the other way; tested in mouse RAW 264.7 cells; further: potency means the concentration at half of the fitted maximal effect; on the % scale 0 is the no-effect control and ±100 the full control effect; nearly all actives have a fitted effect of over 55% in size
# * marks the source's active call; other numbers are inactive results; u = inconclusive; x = not tested or not shown; & = joins results of further samples; [ ] = another dose, or the depositor's remark. Unless noted, the call rests on the fitted dose curve; in most records, active means well fitted curve in the direction sought with a large enough effect; inconclusive means small, poorly fitted or top-dose-only effect, or another doubt; inactive means no such curve, though single readings can be large; an effect the other way counts as inactive or inconclusive. Only part of the results is shown, so the mix of outcomes need not match the whole.
SMILES,S-ASM inh,TRPV1 agonist,BRCA1 expr act,Eya2 inh,TSG101-PTAP inh,USP2a inh,ELG1 genotox,Integrin act MD,B2AR arrestin,p53 reactivation,uPA generation
CC(NCc1ccccc1C(F)(F)F)C(O)c1ccccc1 (stereo unspecified),2%,3,-12%,4%,0%,0%,1%,-1%,-0.2%,-3%,7%
Cc1cc(C)nc(NC2=NCCS2)n1,4%,-1,5%,3%,-3%,2%,-2%,-20%,0.3%,-2%,1%
CC1(C)C2([N+](=O)[O-])CN3CC1([N+](=O)[O-])CN(C2)C3c1cccnc1 (stereo unspecified),4%,8,-14%,7%,-8%,1%,0%,24%,0.2%,2%,22%
O=C1NC(=O)C2C1C1(Cl)C(Cl)=C(Cl)C2(Cl)C1(Cl)Cl (stereo unspecified),0%,x,-17%,x,-2%,x,x,20%,x,x,-2%
CCOc1ccc(-n2c(-c3cccs3)nc3ccccc3c2=O)cc1,0%,9,-16%,-17%,-8%,0%,-6%,-1%,0.3%,-1%,0%
O=C(Cc1ccccc1)N1CCN(Cc2ccccn2)CC1,0%,1,-10%,5%,-3%,0%,0%,0%,0.1%,4%,0%
Cc1ccccc1-n1c(-c2ccc([N+](=O)[O-])cc2)nc2ccccc2c1=O,-2%,19,-22%,-15%,0%,1%,-5%,u,-0.7%,-6%,-4%
CSc1ccc(CN2CCN(Cc3ccccc3Cl)CC2)cc1,1%,15,-9%,-3%,-3%,-15%,-7%,-6%,-0.3%,2%,-1%
Cc1cccc(C(O)(C(=O)NNC(=O)CN2CCN(C)CC2)c2cccc(C)c2)c1,1%,0,1%,-3%,-3%,0%,-3%,8%,-0.3%,-6%,2%
CC(=O)N1N=C(c2c(O)n(C)c(=O)n(C)c2=O)CC1c1ccccc1 (stereo unspecified),-3%,-2,-76%,8%,-1%,2%,8%,-8%,-0.5%,9%,1%
COC(=O)C(O)(c1cn(C)c2ccccc12)C(F)(F)F (stereo unspecified),-1%,3,9%,6%,3%,-2%,-3%,20%,0.1%,14%,6%
CCOc1ccc(N2C(=O)NC(=O)/C(=C\c3cc(OC)c(OC)cc3[N+](=O)[O-])C2=O)cc1,5%,-5,x,9%,u,-2%,-1%,-15%,-0.3%,4%,-3%
CC(C)C[C@H]1CN=C(Nc2ccccc2)N1CCC(C)c1ccccc1 (stereo partly specified),4%,4,-32%,4%,-5%,0%,-10%,0%,3.1%,1%,u
CCN(CC)CCCOC(=O)C(OC(C)C)(c1ccccc1)c1ccccc1,-5%,8,-6%,3%,-6%,0%,8%,20%[7.66 µM],0.1%,-10%,x
COc1ccc(Cl)cc1NC(=O)CN(C)C(=O)c1ccc(N2CCCCC2)c([N+](=O)[O-])c1,x,2,-97%[inhibitor],-19%,-4%,-2%,u,-24%,0.3%,-4%,u

# Entries from the list above that have sulfur, in the order listed:
SMILES,S-ASM inh,TRPV1 agonist,BRCA1 expr act,Eya2 inh,TSG101-PTAP inh,USP2a inh,ELG1 genotox,Integrin act MD,B2AR arrestin,p53 reactivation,uPA generation
Cc1cc(C)nc(NC2=NCCS2)n1,4%,-1,5%,3%,-3%,2%,-2%,-20%,0.3%,-2%,1%
CCOc1ccc(-n2c(-c3cccs3)nc3ccccc3c2=O)cc1,0%,9,-16%,-17%,-8%,0%,-6%,-1%,0.3%,-1%,0%
CSc1ccc(CN2CCN(Cc3ccccc3Cl)CC2)cc1,1%,15,-9%,-3%,-3%,-15%,-7%,-6%,-0.3%,2%,-1%

# (cont.)
SMILES,S-ASM inh,TRPV1 agonist,BRCA1 expr act,Eya2 inh,TSG101-PTAP inh,USP2a inh,ELG1 genotox,Integrin act MD,B2AR arrestin,p53 reactivation,uPA generation
Cc1cc(OCC(=O)OC(C)(C)C)c2c3c(c(=O)oc2c1)CCC3,0%,-2,2%,3%,-2%,-4%,2%,41%,0.1%,1%,3%
NCCc1c[nH]c2ccccc12,-9%,0,-7%,-4%&-15%,-2%,3%,-2%,-3%,3.3%,-2%,-4%
Cc1[nH]nc2ccc(-c3cncc(OC[C@@H](N)Cc4c[nH]c5ccccc45)c3)cc12,-14%,x,-79%,x,-3%,x,x,-45%[inhibitor],x,x,u
CCOC(=O)c1ccc(N=Cc2c(O)n(-c3ccc(OC)cc3)c(=S)[nH]c2=O)cc1,-4%,-6,15%,5%,-3%,-3%,2%,2%,0.4%,0%,8%
O=c1[nH]c(=O)n(-c2cccc3ccccc23)c(O)c1/C=N/N1CCCCC1,-3%,-1,-11%,9%,1%,3%,-1%,14%,-0.4%,-4%,-1%
CCOc1ccccc1Oc1coc2cc(OC(=O)N(C)C)ccc2c1=O,4%,-1,36%,0%,-3%,3%,9%,-17%,-0.6%,u,1%
O=C1NC(=O)C(CCc2ccncc2)(CCc2ccccn2)C(=O)N1c1ccc(Br)cc1 (stereo unspecified),-2%,1,-32%,-2%,0%,0%,-1%,8%,-0.2%,-1%,-9%
CSc1nc(N2CCN(C)CC2)c2ccccc2n1,6%,2,-22%,-4%,-6%,2%,-3%,-18%,-1.0%,3%,-9%
COC(=O)[C@@H](NC(=O)c1cc(COc2cncc(Cl)c2)on1)c1ccccc1,0%,17,u,2%,x,0%,6%,u,0.3%,11%,u
O=C1NC(=O)C2(Cc3ccccc3N3CCCC32)C(=O)N1c1cccc(Cl)c1 (stereo unspecified),30%,-4,-16%,2%,0%,-9%,1%,-9%,0.0%,-6%,1%
O=C1NC(=O)N(c2ccc(F)cc2)C(=O)/C1=C/c1ccc2c(c1)CCCN2Cc1ccccc1,9%,4,-27%,4%,u,4%,2%,6%,0.3%,-13%,-6%
Cn1cnnc1Sc1cc(N2CCNCC2)ccc1[N+](=O)[O-],-6%,1,0%,-2%,0%,1%,0%,-2%,-0.6%,-4%,0%
CCN(CCO)c1ccc(N=Cc2c(O)n(C)c(=S)[nH]c2=O)cc1,-1%,-1,2%,17%,19%,14%,13%,-44%,-0.3%,u,-11%
c1cc2c(cc1[C@H]1OC[C@H]3[C@@H]1CO[C@H]3c1ccc3c(c1)OCO3)OCO2,16%,x,2%,-16%,x,1%,-1%,26%,0.2%,4%,10%
Cc1ccc2[nH]c3c(c2c1)CN(C(=O)CN1C[C@H]2C[C@@H](C1)c1cccc(=O)n1C2)CC3,1%,-3,10%,8%,-11%,1%,3%,-5%,-0.9%,x,-5%
CCOc1ccc([N+](=O)[O-])cc1CNCCc1ccccc1,0%,1,-11%,1%,-2%,-2%,-5%,-6%,-0.1%,-3%,-7%
CCN1CCN(Cc2ccc(OC(F)(F)F)cc2)CC1,2%,-3,2%,-8%,-3%,0%,4%,4%[7.66 µM],0.0%,-2%,x
COCc1cc(OC(=O)N(C)C)nc2c1c(C)nn2C,-4%,1,-2%,-1%,0%,0%,0%,38%,0.0%,0%,7%
COc1ccc(-c2nc3ccccc3c(=O)n2-c2ccc(OC)cc2)cc1,-2%,u,0%,-7%,-3%,-1%,-2%,-52%[inhibitor],0.3%,-1%,2%
Cc1ccc(CCN2CC(C(=O)N3CCC4(CC3)OCCO4)CC2=O)cc1 (stereo unspecified),4%,9,1%,14%,-5%,1%,3%,12%,-0.3%,-3%,6%
CCCCn1c(O)c(/C(CC)=N/N2CCCCC2c2cccnc2)c(=O)[nH]c1=S (stereo unspecified),1%,2,-43%,-4%,-2%,3%,-6%,-6%,-0.2%,-1%,-11%
COC(=O)c1cc2c(s1)=NC=NP=2(N1CCOCC1)N1CCOCC1,4%&4%,-5,0%&-7%,12%[15.4 µM],-2%&-7%,2%,0%,-2%&3%,-1.3%,-4%,0%&1%
COC(=O)N/N=C/c1cc(C)n(-c2ccccc2)c1C,-3%,8,u,-10%,-3%,4%,u,0%,0.3%,u,u
CCCCN=C[C@]12CCC(O)CC1(O)CCC1[C@@H]2CC[C@]2(C)[C@H](C3C=CC(=O)O3)CCC12O (stereo partly specified),4%,-2,-89%,13%,0%,1%,-23%,u,0.3%,-1%,-1%
O=c1[nH]c(=S)[nH]c(O)c1N=Nc1ccc(SC(F)F)cc1,-16%,-3,-50%,-9%,u,10%,6.5µM*,10%,-0.1%,u,-2%
COc1cc(C2c3cc4c(cc3CC3COC(=O)C32)OCO4)cc(OC)c1OC (stereo unspecified),-6%,x,-47%,11%,-1%,0%,15%,-4%,-0.3%,13%,u
CC1(C)C(C(=O)NN2C(=O)c3ccccc3C2=O)C1(C)C,-1%,-1,0%,8%,-1%,-2%,0%,6%,0.2%,19%,0%
CN1CCN(c2cccc3c2C(=O)c2ccccc2C3=O)CC1,-12%,1,47%,3%,0%,4%,13%,-6%,0.4%,0%,-22%
